# E-sel inducer = E-selectin induction in HUVECs, primary screen, imaging, HUVEC, immunofluorescence imaging, single point | P16581 | normalized: neutral wells 0, TNF-alpha wells 100 | activation, % at 7.58 µM | actives 0.37% (n = 260,000);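 active means mean E-selectin-positive cell signal at least 10% of the positive control, reached in at least 60% of replicates, without over 20% cell loss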;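 further: in these data hits start at about 27%; measured in HUVEC primary endothelial cells; signal is the percent of cells scored E-selectin positive by PE staining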
#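 Assay system: HUVEC primary endothelial cells. Input: 3,000 HUVEC seeded per well. Doses: one compound dose added by pin transfer. Read-out basis: % PE-positive cells. Benchmarks: TNF-alpha high, DMSO low. Detection: immunofluorescence imaging. Buffer or medium: EGM-2, gelatin.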
# RAD54 branch = inhibitors of human RAD54 branch migration, primary screen, biochemical, fluorescence, single point; AID 602329, 2012; RAD54 Holliday junction branch migration, FAM/BHQ fluorescence; DNA repair and recombination protein RAD54-like (Homo sapiens), Q92698; actives 0.14% (n = 360,000); inhibition, % at 10.4 µM;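 active means mean normalized replicate activity at least 40 and at least half of replicates scoring 40 or more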;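 further: 0% = median of neutral control wells and 100% = median of positive control wells; inhibitors cause a drop in the FAM fluorescence signal; in these data hits start at about 50%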
# Target sequence (Q92698 whole entry, looked up): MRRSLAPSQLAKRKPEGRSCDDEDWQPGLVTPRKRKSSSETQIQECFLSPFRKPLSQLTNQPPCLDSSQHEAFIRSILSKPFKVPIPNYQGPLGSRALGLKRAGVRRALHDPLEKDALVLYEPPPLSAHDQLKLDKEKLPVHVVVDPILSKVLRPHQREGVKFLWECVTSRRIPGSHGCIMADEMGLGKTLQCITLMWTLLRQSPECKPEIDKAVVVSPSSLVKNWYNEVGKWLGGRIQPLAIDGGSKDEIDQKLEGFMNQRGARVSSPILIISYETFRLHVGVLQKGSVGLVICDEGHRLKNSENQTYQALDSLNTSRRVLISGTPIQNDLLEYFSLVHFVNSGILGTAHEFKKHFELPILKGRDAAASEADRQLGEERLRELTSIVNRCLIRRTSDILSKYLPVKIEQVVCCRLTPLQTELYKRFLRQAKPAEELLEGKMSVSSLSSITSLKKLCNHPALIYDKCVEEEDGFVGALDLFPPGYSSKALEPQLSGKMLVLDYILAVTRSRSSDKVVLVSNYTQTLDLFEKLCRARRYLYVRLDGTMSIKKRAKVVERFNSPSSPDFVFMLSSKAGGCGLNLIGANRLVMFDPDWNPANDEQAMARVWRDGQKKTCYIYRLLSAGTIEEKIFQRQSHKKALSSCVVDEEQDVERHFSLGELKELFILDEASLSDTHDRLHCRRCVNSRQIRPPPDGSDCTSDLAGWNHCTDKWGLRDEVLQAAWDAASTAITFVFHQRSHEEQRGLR
# ERAP1 inh = human ERAP1 aminopeptidase inhibitors, primary screen, biochemical, single point, plate reader; Endoplasmic reticulum aminopeptidase 1 (Homo sapiens), Q9NZ08; recombinant ERAP1, Leu-AMC fluorescence, 60 min; inhibition, % at 10.7 µM; actives 0.15% (n = 340,000); AID 652197, 2013;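 active means mean replicate inhibition of at least 30%, or all replicates individually reaching that 30% level; inactive means mean below 30% and not every replicate reaching it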;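 further: 0% = neutral control wells and 100% = L-leucinethiol positive control wells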
# miR122 inh = miR-122 Renilla sensor signal increase in Huh7, primary screen, miR-122 inhibitor project, cell-based, single point, plate reader; Huh7 miR-122 Renilla luciferase sensor, 48 h; neutral wells = 0, positive control = 100; activation (reporter increase), % at 12.5 µM; actives 0.3% (n = 340,000); AID 602342, 2012;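 active means mean replicate activation score at least 90 and every replicate individually at or above 90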;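 further: higher luciferase means less miR-122 activity so hits act as miR-122 inhibitors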
# PglD DTNB = C. jejuni PglD acetyltransferase inhibitors, primary screen, biochemical, DTNB colorimetric, single point; AID 602405, 2012; purified PglD enzyme, DTNB colorimetric CoA detection; actives 0.098% (n = 360,000); inhibition, % at 12.5 µM; UDP-N-acetylbacillosamine N-acetyltransferase PglD (Campylobacter jejuni); in the data active means inhibition above about 16%, passing the limit was not always enough; further: strong numbers were not always called active
# RAD52 inh = RAD52 DNA annealing inhibitors, primary screen, biochemical, FRET, single point, set 2. recombinant RAD52 DNA annealing, FRET fluorescence. inhibition, % at 18.7 µM. actives 0.46% (n = 360,000). DNA repair protein RAD52 homolog (Homo sapiens), P43351;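 active means every replicate showing at least 50% inhibition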
# PGC1a acetyl inh = inhibitors of PGC1a acetylation signal, primary screen, cell-based, U2OS, AlphaScreen, inhibitor mode; AlphaScreen anti-acetyl-lysine; with virally co-expressed GCN5 acetyltransferase; inhibition, % at 15.6 µM; actives 0.17% (n = 350,000); AID 651687, 2012;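 active means every replicate shows inhibition of at least 40%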;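 further: 0% = neutral control wells and 100% = positive control wells; some results beyond the cut were filed as inactive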
# Cneo AK release = Cryptococcus neoformans cell lysis inducers, primary screen, AK release luminescence, single concentration | actives 0.2% (n = 360,000) | C. neoformans lysis, adenylate kinase release luminescence, 4 h; normalised: neutral wells 0, clomiphene wells 100 | lysis activity, % at 15 µM | AID 651654, 2012;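 active means mean lysis activity across replicates of at least 80%, whatever share of replicates individually reach that level; inactive means mean lysis activity below 80%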
#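 Material: C. neoformans cells; Schedule: 4 h static compound exposure, 37 °C, read 1 h post-reagent; Measured by: adenylate kinase release luminescence; Read-out: signal increase indicating cell lysis; Controls: Clomiphene as positive lysis control.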
# * hit, by the source's call; nt = no result given; & = joins results of further samples; ! = a repeat was not active; [ ] = another dose, or the depositor's remark. Compounds as they come; overall some 1.4% were active at least once.
SMILES,E-sel inducer,RAD54 branch,ERAP1 inh,miR122 inh,PglD DTNB,RAD52 inh,PGC1a acetyl inh,Cneo AK release
CCN(CC)CCn1c(SCC(=O)NCCC2=CCCCC2)nc2c(sc3ccccc32)c1=O,0.1,3,-2,nt,7,0,1,2
Cc1c(C)c2c(OCC(=O)O)cc3c(c2oc1=O)CCC(C)(C)O3,0.0,-6,1,nt,-8,6,nt,-3
COc1cccc(-c2ccc(C3[C@H]4CNC[C@@H]3N4C(=O)Nc3ccccc3Cl)cc2)c1 (some centres not stated),0.0&0.0,nt,0&0,nt,nt,51*!,7&5,nt
COc1ccc(N(C(=O)Cn2nnc3ccccc32)C(C(=O)NC(C)(C)C)c2ccc(OC)c(O)c2)cc1 (configuration not stated),nt,-1,-5,nt,12,-7,0,2
CC(=O)N1CC(=O)N2[C@H](CO)[C@@H](c3ccc(C#CC(C)C)cc3)[C@@H]2C1,-0.1,nt,-5,nt,nt,-5,12,nt
CCOC(=O)CC(=O)NC(CC(=O)OC)c1ccc(Br)cc1 (configuration not stated),3.4,-2,-4,-2,4,-11,8,1
CC(=O)c1cccc(NC(=O)COC(=O)CC2CC3CCC2C3)c1 (configuration not stated),nt,-7,0,0,1,-4,4,-1
O=C(c1ccccc1F)N1CCN(c2ccc([N+](=O)[O-])c(N3CCOCC3)c2)CC1,nt,nt,5,-10,nt,-6,-2,nt
Cc1cc(C)nc(-n2nc(C)cc2NC(=O)CNCc2ccccc2)n1,nt,-1,nt,-1,1,nt,5,6
Cn1c(NCCc2ccncc2)nc2cc(-c3cccc(C(F)(F)F)c3)sc2c1=O,-2.2,9,1,nt,10,1,nt,0

# Record cards (already shown).
# CC(=O)N1CC(=O)N2[C@H](CO)[C@@H](c3ccc(C#CC(C)C)cc3)[C@@H]2C1 in the list: E-sel inducer: -0.1; RAD54 branch: nt; ERAP1 inh: -5; miR122 inh: nt; PglD DTNB: nt; RAD52 inh: -5; PGC1a acetyl inh: 12; Cneo AK release: nt
# CC(=O)c1cccc(NC(=O)COC(=O)CC2CC3CCC2C3)c1 (configuration not stated) in the list: E-sel inducer: nt; RAD54 branch: -7; ERAP1 inh: 0; miR122 inh: 0; PglD DTNB: 1; RAD52 inh: -4; PGC1a acetyl inh: 4; Cneo AK release: -1

# The results go on.
SMILES,E-sel inducer,RAD54 branch,ERAP1 inh,miR122 inh,PglD DTNB,RAD52 inh,PGC1a acetyl inh,Cneo AK release
CCOc1ccc(NC(=O)c2cccc(NC3=NC4CS(=O)(=O)CC4S3)c2)cc1 (configuration not stated),-0.5,-5,3,6,-3,19,-2,0
OCc1nc2ccccc2n1Cc1c(F)cccc1Cl,3.9,nt,0,nt,nt,-1,0,nt
CCOc1ccc(CCNC(=O)COC(=O)Cc2ccc(F)cc2)cc1OCC,-0.3,3,-4,0,2,-9,6,2
COc1ccc(/C=C2\N=C(C)N(c3ccc4ccccc4c3)C2=O)cc1OC,nt,6,1,-22,-5,-293,3,0
Cc1cc(OCCCCN2C(=O)NC(C)(C)C2=O)ccc1[N+](=O)[O-],2.7,nt,-1,nt,nt,-19,6,nt
O=C(CN1C(=O)c2cccnc2Oc2ccc(Cl)cc21)Nc1ccc(F)cc1,0.0,-5,0,nt,0,-14,nt,-2
Oc1ccccc1OCCOc1ccccc1OCCOc1ccccc1O,-4.2,3,3,10,-1,-6,-4,-1
Cc1cc(/C=C(\C#N)C(=O)Nc2ccc(Cl)cc2)c(C)n1-c1ccc(N2CCOCC2)c([N+](=O)[O-])c1,-1.7,0,1,12,-2,-5,nt,0
CCOCCCNC(=O)CCS(=O)(=O)Cc1ccc(C)cc1,nt,-4,2,-1,0,1,11,1
COc1ccc2nc3oc(C(=O)NC4CCN(Cc5ccccc5)CC4)cc3cc2c1,nt,19,nt,-5,2,nt,-6,1

# A section from further up, as a working copy:
SMILES,E-sel inducer,RAD54 branch,ERAP1 inh,miR122 inh,PglD DTNB,RAD52 inh,PGC1a acetyl inh,Cneo AK release
OCc1nc2ccccc2n1Cc1c(F)cccc1Cl,3.9,nt,0,nt,nt,-1,0,nt
CCOc1ccc(CCNC(=O)COC(=O)Cc2ccc(F)cc2)cc1OCC,-0.3,3,-4,0,2,-9,6,2

# Following part.
SMILES,E-sel inducer,RAD54 branch,ERAP1 inh,miR122 inh,PglD DTNB,RAD52 inh,PGC1a acetyl inh,Cneo AK release
CC(C)COC(=O)N(C)C[C@@H]1OCc2ccccc2-c2c(n(C)c3ccccc23)C(=O)N([C@@H](C)CO)C[C@@H]1C,-0.4,5,-1,nt,1,17,6,0
Cc1ccc(S(=O)(=O)Nc2ccc3c(c2)C(=O)N([C@@H](C)CO)C[C@H](C)[C@H](CN(C)C(=O)Nc2c(C)noc2C)OCCCC[C@H](C)O3)cc1,nt,-5,5,3[16.7 µM],-1,-5,-1,1
COc1ccc(NC(=O)CSc2c3c(nc4ccccc24)CCC3)c(OC)c1,-0.5,-2,1,-6,4,-21,nt,-2
O=C(Cn1nnc(-c2ccc(Cl)cc2)n1)NCc1ccco1,nt,nt,-1,-6,nt,-21,1,nt
Cc1ccc(C)c(NC(=O)CCc2nnc3ccc(N4CCCC4)nn23)c1,nt,16,-1,-2,-2,-20,2,0
COc1cccc(OC)c1OCCNCC1COc2ccccc2O1 (configuration not stated),1.9,-1,-6,0,6,-7,-2,-1
CC(NC(=O)CN1CCOCC1)c1ccc(F)cc1 (configuration not stated),nt,3,2,nt,0,-6,nt,1
CCCCCNC(=O)c1cccc(S(=O)(=O)N2CC3(C)CC2CC(C)(C)C3)c1 (configuration not stated),nt,1,3,-2,-2,-2,-13,0
CCOC(=O)c1cc(=O)cc(C(=O)OCC)o1,nt,-11,nt,0,1,nt,-18,0
CN(Cc1nc2ccccc2c(=O)[nH]1)C(=O)c1cc2c(s1)CCCCC2,nt,-5,-1,7,-2,-2,nt,-1
CO[C@H]1CN(C)C(=O)c2cc(NC(=O)C3CCC3)ccc2OC[C@H](C)N(Cc2ccc(F)cc2)C[C@@H]1C,0.0,-3,0,-2[16.7 µM],2,-13,nt,0
O=C(CCc1ccccc1)NCCCNC(=O)CCc1ccccc1,nt,2,0,nt,-2,-13,nt,-1
Cc1cccc(NC(=O)c2cnc3sccn3c2=O)c1,-0.7,-9,5,26,0,-8,-6,0
CCc1nnc(NC(=O)CSc2nnc(Cc3ccccc3)n2-c2ccc(OC)cc2)s1,nt,0,nt,-4,2,nt,8,-1
CCn1cc(Br)c(C(=O)Nc2nccs2)n1,nt,nt,-5,-6,nt,-3,7,nt
COCC#Cc1ccc([C@@H]2[C@@H](CO)N3CCCCN(Cc4ccccc4F)C[C@H]23)cc1,0.1,6,-1,7[16.7 µM],-2,5,3,1
C[C@H]1CN([C@@H](C)CO)C(=O)c2cccc(NC(=O)C3CCOCC3)c2O[C@H]1CN(C)S(=O)(=O)c1cccs1,0.0,-4,10,11[16.7 µM],-1,-4,14,-1
C[C@H](CO)N1C[C@H](C)[C@H](CN(C)Cc2ccc(Cl)c(Cl)c2)Oc2ccc(NC(=O)Nc3ccc4c(c3)OCO4)cc2C1=O,-2.8,0,-1,-8[16.7 µM],12,18,-14,14
Nc1n[nH]c(N)c1N=Nc1cccc(C(F)(F)F)c1,nt,-9,1,-3,4,-12,4,-4
COc1ccc2c(C(=O)c3ccc(C)cc3)n(CCCC(N)=O)[n+]([O-])c2c1,0.1,-4,1,3,1,-3,-14,1
O=C(C[C@H]1CC[C@H](NS(=O)(=O)c2ccc(F)cc2)[C@@H](CO)O1)NCCN1CCCCC1,-0.2,6,0,nt,-3,13,1,-4
Cc1cc(NC(=O)CSc2ccc(Cl)cc2)no1,nt,-5,nt,20,3,nt,4,0
CSCc1c(C(=O)N2CCCc3ccccc32)oc2ccccc12,nt,-5,2,-3,7,-25,-13,2
CCCCSCCCNC(=O)C1CCC(CNS(=O)(=O)c2ccccc2)CC1 (configuration not stated),0.1,3,2,-5,5,-10,nt,3
C[C@H]1CN([C@@H](C)CO)C(=O)c2cccc(NS(=O)(=O)c3cccs3)c2O[C@H]1CN(C)Cc1ccc(Cl)c(Cl)c1,-3.8,3,3,44[16.7 µM],-3,-296,-7,2
CCN(CC)C(=O)C1CCCN(C(=O)Nc2ccc3nsnc3c2)C1 (configuration not stated),nt,6,nt,-5,nt,nt,14,1
CC1(C(=O)Nc2ccc3c(c2)OCO3)CCN1Cc1ccccc1OC(F)F (configuration not stated),0.2,-9,-3,1,-4,-4,nt,0
CC1CCN(c2ccc(-c3ccc(NC(=O)c4ccco4)cc3)nn2)CC1,nt,-3,3,0,-1,-15,-6,-3
O=C(O)CCC(=O)Nc1ccc(S(=O)(=O)c2ccc(NC(=O)CCC(=O)O)cc2)cc1,nt,-6,0,-3,0,-13,-10,-3
CCOC(=O)C(=O)c1csc(NC(=O)COc2ccc(N(C)S(=O)(=O)c3ccc(F)cc3)cc2)n1,nt,0,nt,-2,-5,nt,2,-1
O=C(CCCn1c(=S)[nH]c2ccccc2c1=O)N1CCOCC1,nt,1,nt,8,-2,nt,nt,-6
CCNC(=O)NC1c2ccccc2CSc2ccccc21 (configuration not stated),-0.2,-2,nt,-5,1,-9,0,-2
Cc1ccc(NC(=O)COC(=O)COc2ccc3ccc(=O)oc3c2)cc1[N+](=O)[O-],nt,12,-1,nt,-5,-10,nt,1
COc1ccc(NC(=O)Nc2cccc3c2O[C@H](CN(C)S(=O)(=O)c2ccc(C)cc2)[C@H](C)CN([C@H](C)CO)C3=O)cc1,-0.9,7,-1,0[16.7 µM],1,-22,9,40
CCOC(=O)c1ccccc1NC(=O)C=C(C)C,0.3,-26,1,-1,2,3,4,-1
CC(C)NC(=O)N1CC[C@H]2[C@@H]1c1cc(C#Cc3ccccc3)ccc1N(C)[C@H]2CO,2.6,0,nt,-7[16.7 µM],-3,nt,8,-16

# Quoted at random: 4 entries already listed.
SMILES,E-sel inducer,RAD54 branch,ERAP1 inh,miR122 inh,PglD DTNB,RAD52 inh,PGC1a acetyl inh,Cneo AK release
CC(C)NC(=O)N1CC[C@H]2[C@@H]1c1cc(C#Cc3ccccc3)ccc1N(C)[C@H]2CO,2.6,0,nt,-7[16.7 µM],-3,nt,8,-16
O=C(CCCn1c(=S)[nH]c2ccccc2c1=O)N1CCOCC1,nt,1,nt,8,-2,nt,nt,-6
Cc1ccc(NC(=O)COC(=O)COc2ccc3ccc(=O)oc3c2)cc1[N+](=O)[O-],nt,12,-1,nt,-5,-10,nt,1
CCNC(=O)NC1c2ccccc2CSc2ccccc21 (configuration not stated),-0.2,-2,nt,-5,1,-9,0,-2
